PPARg SRC2 recr: PPARgamma-driven SRC-2 recruitment agonism; PPARgamma LBD-SRC-2 recruitment, biochemical; 0.34% of 200,000 active; activation, % at 8 µM; in the data active means activation above about 22%;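 further: 0% = vehicle and 100% = reference agonist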
TLR4 MyD88 comp: inhibitors of human TLR4-MyD88 binding; O00206+Q99836; HeLa CL3-4 TLR4/MyD88 BLA complementation, FRET ratio; inhibition, % at 8.4 µM; 0.18% of 200,000 active; AID 861; in the data active means inhibition above about 25%;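 further: 0% = vehicle and 100% = reference inhibitor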
Target sequence (O00206 whole entry, looked up): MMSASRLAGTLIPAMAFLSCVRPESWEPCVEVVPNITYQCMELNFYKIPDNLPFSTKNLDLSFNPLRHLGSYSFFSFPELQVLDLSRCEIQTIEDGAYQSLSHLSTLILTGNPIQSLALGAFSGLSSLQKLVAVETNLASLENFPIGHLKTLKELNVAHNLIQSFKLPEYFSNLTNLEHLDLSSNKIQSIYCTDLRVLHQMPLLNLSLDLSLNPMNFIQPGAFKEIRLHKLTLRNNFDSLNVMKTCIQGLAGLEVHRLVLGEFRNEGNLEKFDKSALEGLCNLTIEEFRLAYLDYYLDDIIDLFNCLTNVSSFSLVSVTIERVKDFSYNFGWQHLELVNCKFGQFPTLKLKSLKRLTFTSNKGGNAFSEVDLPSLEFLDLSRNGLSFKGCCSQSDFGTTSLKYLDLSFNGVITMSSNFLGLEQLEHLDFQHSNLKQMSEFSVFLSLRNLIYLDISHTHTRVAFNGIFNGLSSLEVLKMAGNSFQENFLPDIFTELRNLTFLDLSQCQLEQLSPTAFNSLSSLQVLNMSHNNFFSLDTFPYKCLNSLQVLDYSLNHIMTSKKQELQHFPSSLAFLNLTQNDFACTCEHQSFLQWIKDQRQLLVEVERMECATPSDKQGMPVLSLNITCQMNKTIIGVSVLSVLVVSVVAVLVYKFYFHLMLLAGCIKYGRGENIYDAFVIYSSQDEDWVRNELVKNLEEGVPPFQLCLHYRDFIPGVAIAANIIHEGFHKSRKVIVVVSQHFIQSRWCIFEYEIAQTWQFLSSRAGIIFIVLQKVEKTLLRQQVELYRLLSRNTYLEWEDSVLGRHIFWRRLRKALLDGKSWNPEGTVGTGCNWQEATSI
Target sequence (Q99836 whole entry, looked up): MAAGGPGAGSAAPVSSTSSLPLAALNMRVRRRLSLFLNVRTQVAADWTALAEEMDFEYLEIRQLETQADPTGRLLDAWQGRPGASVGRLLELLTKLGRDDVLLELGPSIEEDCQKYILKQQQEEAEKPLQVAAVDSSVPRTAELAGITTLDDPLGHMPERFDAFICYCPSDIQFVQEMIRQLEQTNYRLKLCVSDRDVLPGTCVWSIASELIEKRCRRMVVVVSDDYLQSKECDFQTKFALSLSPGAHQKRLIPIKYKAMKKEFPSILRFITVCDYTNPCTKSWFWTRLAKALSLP
ROMK mod: human ROMK K+ channel modulation, primary screen | P48048 | Tet-inducible ROMK, thallium flux fluorescence; actives lie on both sides | B-score at 10 µM | 2% of 130,000 active;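 active means signal ratio slope over the read window, or its plate-corrected B-score, at least 3 SD from the plate mean, either direction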;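 further: B-score of the F/F0 ratio slope over 7 to 12 s after thallium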
L major viab: inhibitors of Leishmania major promastigote growth; 9% of 200,000 active; inhibition, % at 10 µM; Leishmania major promastigotes, resazurin fluorescence viability; in the data active means inhibition above about 50%;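 further: promastigotes grown with compound for 44 hours at 28 °C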
SRC2 TRFRET art: counter-screen for PPARgamma SRC-2 recruitment agonists: TR-FRET artefact | stronger effect = higher value | TR-FRET ratio at 8 µM | 0.4% of 200,000 active; in the data active means TR-FRET ratio above about 2000; further: inactives centre near 1500; reference of the scale not given here
S1P3 antagonist: antagonists of human S1P3 receptor | AID 485 | inhibition, % at 4.98 µM | Q99500 | 0.27% of 170,000 active | CHO S1P3 NFAT-BLA reporter, FRET fluorescence, antagonist mode;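 active means inhibition above the plate cutoff, the mean inhibition of test wells on that plate plus 3 SD, cut at about 28% in these data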;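 further: cells challenged with S1P at its EC80 of 0.8 µM; blue over green emission ratio from cleaved BLA substrate after 4 h stimulation; 0% = S1P-stimulated wells and 100% = unstimulated DMSO-only wells; some compounds past the cut are filed as inactive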
PPARg SRC1 recr: PPARgamma-driven SRC-1 recruitment agonism | P37231 | PPARgamma-SRC-1 coactivator recruitment biochemical assay | activation, % at 8 µM | 0.41% of 200,000 active | AID 631; in the data active means activation above about 19%;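 further: 0% = DMSO and 100% = reference agonist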
PPARg SRC-3 ag: PPARgamma-driven SRC-3 recruitment agonism; AID 731; P37231; biochemical PPARgamma/SRC-3 coactivator recruitment assay; 0.26% of 200,000 active; activation, % at 8 µM; in the data active means activation above about 23%;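 further: 0% = DMSO and 100% = reference agonist; some compounds past the cut are filed as inactive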
DTT redox prof: compounds producing H2O2 with reducing agent – biochemical, NIH compound library profiling, artefact control for MLSCN library redox annotation, primary screen. DTT-dependent redox cycling H2O2, phenol red/HRP absorbance; 100% = 100 µM peroxide control, 0% = buffer. activation, % at 10 µM. 0.03% of 200,000 active. AID 878;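 active means activation of at least 50% relative to the plate's high and low controls in the primary single-dose screen; inactive means activation below 50%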;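 further: compound incubated with DTT at 0.8 mM final as the reducing agent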
bIAP activator: increases bovine intestinal alkaline phosphatase activity | purified bovine IAP, CDP-star luminescence, 30 min; stronger effect = higher value; fold of DMSO-control signal, blank-subtracted | activation factor at 20 µM | 0.17% of 200,000 active;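 active means activation factor of 2 or more at 20 µM, a signal rise over negative controls twice the positive control's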
bIAP inhibitor: blocks bovine intestinal alkaline phosphatase activity. inhibition, % at 20 µM. 190,000 tested, under 10 active. purified bovine IAP, CDP-star luminescence, 30 min;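 active means over 50% inhibition of intestinal alkaline phosphatase at 20 µM in the single-dose screen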
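Assay system – bovine IAP enzyme · Quantity – bovine IAP at 1/65,000,000 final dilution · Detection – CDP-star luminescence signal · Times – 30 min reaction at room temperature · Also added – CDP-star substrate at 30 µM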
* = called active by the depositor; x = no result given.

smiles	PPARg SRC2 recr	TLR4 MyD88 comp	ROMK mod	L major viab	SRC2 TRFRET art	S1P3 antagonist	PPARg SRC1 recr	PPARg SRC-3 ag	DTT redox prof	bIAP activator	bIAP inhibitor
O=C(Nc1nc2c(Cl)ccc(Cl)c2s1)c1ccco1	6	-12	x	7	1707	-14	8	-5	-0.9	0.9	7
Cc1ccc(S(=O)(=O)N(CC(=O)N2CCC(C)CC2)c2ccccc2)cc1	4	-12	x	6	1559	3	4	4	-0.1	1.2	-17
CCn1c(SCC(=O)Nc2cccc(NC(=O)c3cccs3)c2)nnc1-c1ccncc1	1	12	1.9	2	1625	-20	15	17	-0.4	0.9	6
CCOCCOc1cccc(C(=O)NC(c2ccccc2)C(C)C)c1 (stereo not drawn)	0	-9	0.0071	9	1425	-3	-2	3	-0.3	1.1	-10
CC1CCN(C2=NC(=O)/C(=C/c3cn[nH]c3-c3ccccc3)S2)CC1	6	13	x	1	1487	11	1	5	0.3	0.9	7
CC1CCCCC1NC(=O)c1ccc(CNc2c(N3CCCC3)c(=O)c2=O)cc1 (stereo not drawn)	6	11	x	-6	1748	-8	11	2	-2.7	0.9	9
COc1ccc2c(c1)SCC(=O)N2C	-2	8	x	-3	1442	x	-5	-1	2.5	1.2	-25
CC(=O)Nc1cccc(OCc2c(F)cccc2Cl)c1	-2	-3	1.1	12	1548	-10	2	-1	0.5	1	1
O=C(CSc1nc2cc(Cl)ccc2s1)NC(=O)NCc1ccco1	-1	16	x	-4	1540	-17	1	9	-3.1	1	3
CN(C)c1ccc(/C=N/NC(=O)C2CC2c2ccccc2)cc1 (stereo not drawn)	10	-7	-0.67	-2	1690	5	8	12	-0.2	1	1
O=C(NNc1nc2ccccc2s1)Nc1ccccc1	-1	-10	-0.3	40	1471	1	1	4	0.0	0.9	7
O=c1nc(C(F)(F)F)nc2ccccn12	-7	-340	x	-2	1195	-22	-8	-7	0.9	1	-2
CCOC(=O)Cc1ncccc1C(=O)Nc1ccc(OC)cc1	6	-6	0.53	-3	1666	-9	7	2	-0.9	1	-4
CCN(CC)S(=O)(=O)c1ccc(-n2c(=O)c(C(C)C)c(C)n2C)cc1	1	-14	-0.1	-9	1623	-9	-6	1	0.3	1.1	-7
C=CCn1c(C)cc(C(=O)CN2C(=O)NC3(CCCc4ccccc43)C2=O)c1C (stereo not drawn)	-1	-1	0.089	21	1346	x	-11	-2	0.2	1.1	-7
COc1ccc(NC(=O)Cn2nnc(-c3ccccc3F)n2)cc1	3	-1	x	-7	1569	4	0	-4	-0.1	0.9	14
COC(=O)C1=C(C(=O)c2ccc(C)cc2)C(c2ccc(O)c(OC)c2)n2nnnc2N1 (stereo not drawn)	1	0	0.55	-1	1320	x	-1	-2	0.3	0.8	22
O=C(COc1ncnc2cc([N+](=O)[O-])ccc12)NCc1ccc2c(c1)OCO2	-2	5	-1.2	47	1512	x	5	10	0.8	1	3
CCOC(=O)C1=C(CP(=O)(c2ccccc2)c2ccccc2)NC(=O)NC1c1ccc(Cl)cc1 (stereo not drawn)	5	3	x	-2	1433	-3	11	-5	0.4	0.9	11
O=C(c1ccccn1)N1N=C2/C(=C/c3ccc(F)cc3)CCCC2C1c1ccc(F)cc1 (stereo not drawn)	4	1	x	18	1477	-1	11	-1	0.1	0.9	6
COc1cc(NC(=O)c2cccc(C)c2)c(OC)cc1NC(=O)CN1CCCCC1	-1	2	-0.61	18	1637	-16	8	5	-0.8	1	-5
COc1ccc(C2=NOC3(CC(=O)N(c4ccc(F)cc4)C3=O)C2)c(OC)c1 (stereo not drawn)	-3	10	0.54	-3	1319	x	1	-6	0.3	0.9	8
CC(=O)Nc1sc2c(c1CN1CCN(c3ccccn3)CC1)CCCC2	-3	-3	-1.9	34	1278	36	-8	-4	1.9	1.1	-8
CC(C)=NNc1cc([N+](=O)[O-])cc2c1C(=O)N(C)S2=O (stereo not drawn)	2	-19	-0.062	-6	1845	-19	-2	4	0.2	1	1
Cc1nn(Cc2ccc(C(=O)NC3CCCCC3)o2)c(C)c1Br	-3	1	-2.4	18	1377	36	-4	5	0.1	0.9	7

A draw from above in order of molar mass, lowest first:
smiles	PPARg SRC2 recr	TLR4 MyD88 comp	ROMK mod	L major viab	SRC2 TRFRET art	S1P3 antagonist	PPARg SRC1 recr	PPARg SRC-3 ag	DTT redox prof	bIAP activator	bIAP inhibitor
CC(C)=NNc1cc([N+](=O)[O-])cc2c1C(=O)N(C)S2=O (stereo not drawn)	2	-19	-0.062	-6	1845	-19	-2	4	0.2	1	1
CC1CCN(C2=NC(=O)/C(=C/c3cn[nH]c3-c3ccccc3)S2)CC1	6	13	x	1	1487	11	1	5	0.3	0.9	7
O=C(COc1ncnc2cc([N+](=O)[O-])ccc12)NCc1ccc2c(c1)OCO2	-2	5	-1.2	47	1512	x	5	10	0.8	1	3

Other results follow:
smiles	PPARg SRC2 recr	TLR4 MyD88 comp	ROMK mod	L major viab	SRC2 TRFRET art	S1P3 antagonist	PPARg SRC1 recr	PPARg SRC-3 ag	DTT redox prof	bIAP activator	bIAP inhibitor
CN(c1ccccc1)S(=O)(=O)c1cc(C(=O)N2CCN(c3ccccn3)CC2)ccc1Cl	5	-4	-0.27	90*	1501	x	5	-3	0.1	0.9	6
CCN(C(=O)COC(=O)c1cccc(-n2cnnn2)c1)C1CCCCC1	3	-13	1.2	0	1540	-8	6	-1	-0.7	1	-2
CC(C)(CO)CNC(=O)CCc1nnc(CCCc2ccccc2)o1	0	-9	0.18	6	1482	-5	-4	-2	-0.7	0.9	6
COC(=O)C(C)n1cnc2c(nnn2-c2cccc(Cl)c2)c1=O (stereo not drawn)	1	0	x	-8	1594	2	4	3	-1.1	1	-2
Cc1ccc(CC2S/C(=N/N=C/c3ccco3)NC2=O)cc1 (stereo not drawn)	3	-2	1.1	-7	1564	-9	-4	3	0.1	1	-2
CC(C)N(C(=O)Cn1c(SCC(=O)Nc2nccs2)nc2ccccc21)C(C)C	3	-11	x	13	1555	x	0	1	1.1	0.9	9
Cc1cc(Br)c(NC(=O)COC(=O)C2CC2C)c(Br)c1 (stereo not drawn)	6	10	0.32	0	1481	-12	-2	1	-0.5	1.1	-6
Fc1ccc(NC(=S)N/N=C/c2cccc(Br)c2)c(F)c1	3	-5	-1.7	-12	1543	x	-4	5	-0.1	0.6	38
CCC(=O)c1c[nH]c(C(=O)NCc2cccnc2)c1	-2	-13	-0.94	-10	1678	-10	11	3	0.1	1	4
CCCCn1nc2cc(C(=O)NCC34CC5CC(CC(C5)C3)C4)ccc2c1OC	3	8	x	59*	1527	x	4	0	-3.4	1	3
O=C(O)CC1Sc2ccccc2NC1=O (stereo not drawn)	7	-7	1.1	-8	1479	-22	2	-5	0.1	1	4
CCOC(=O)Cc1csc(NC(=O)c2cc3ccccc3o2)n1	4	-6	1.4	-7	1541	3	6	-2	-2.6	1	-5
CCSc1nnc(NC(=O)CSc2nnc(Cc3cccn3C)n2-c2ccc(C)cc2)s1	3	-4	x	-9	1521	-45	-1	-6	0.4	1	3
CCOC(=O)C1CCCN(Cc2ccc3c(c2)OCO3)C1 (stereo not drawn)	12	-8	x	92*	1345	5	6	12	0.0	1.1	-15
C=CCn1c(O)c(C(CC)=NCCN2CCOCC2)c(=O)[nH]c1=O	-4	-6	0.75	5	1726	2	2	-3	1.7	1	-5
O=C(NCc1ccco1)c1ccc(Cn2c(=O)c3ccccc3n(Cc3cccc(F)c3)c2=O)cc1	3	3	1.8	17	1435	x	-5	0	0.0	1.1	-9
Cc1cccc2cc(CN(Cc3ccc(F)cc3)C(=O)N3CCOCC3)c3nnnn3c12	-2	9	x	0	1523	x	-8	-3	-4.0	0.9	6
Cc1cc2c(cc1C)NC(c1cccnc1)C1=C(CC(C)(C)CC1=O)N2 (stereo not drawn)	9	-1	x	2	1373	-3	-3	-4	2.4	1	-5
CN(c1ccccc1)S(=O)(=O)c1ccc(NC(=O)c2ccc(-c3ccccc3)cc2)cc1	10	10	x	97*	1836	x	5	4	3.4	0.8	16
Fc1ccc(N2CCN(C(=S)NCC3CCCO3)CC2)cc1 (stereo not drawn)	0	3	-0.8	-4	1424	-5	-4	2	-0.8	1	1
CC(=O)c1cccc(NC(=O)C(NC(C)C)c2ccccc2)c1 (stereo not drawn)	-9	-13	0.64	0	1408	-13	3	-5	0.9	0.9	7
CC1=NN(C(=O)Cc2ccccc2)C(O)(c2cccnc2)C1 (stereo not drawn)	-1	-10	x	-2	1656	x	2	8	-1.3	0.9	9
CSc1ncccc1C(=O)OCc1cccc([N+](=O)[O-])c1	1	-5	-0.41	-5	1669	-6	-3	-2	-0.7	1	1
CCOC(=O)CNC(=O)/C=C/c1ccc2c(c1)OCO2	-1	6	-0.51	-8	1547	-13	-1	-4	-1.9	1.2	-24
CN(C)CC(C)(C)CNS(=O)(=O)c1ccc(OC(F)(F)F)cc1	2	11	1.5	-2	1507	5	-6	-1	0.0	1.1	-7
COc1cccc(/C=C(\C(=O)O)c2ccccc2)c1	12	0	0.3	-6	1694	-13	11	5	-1.6	0.9	13
Cc1ccc(S(=O)(=O)N(Cc2ccc(F)cc2)Cc2ccco2)cc1	1	1	x	28	1311	15	2	-2	3.6	0.3	x
COc1ccc(C(=O)O/N=C(/c2ccccc2)c2ccncc2)cc1OC	-10	-9	0.01	9	1503	-15	0	2	-1.6	1	-4

Compounds as they come; overall some 11% were active at least once.
